OX1R antag-1: antagonists of human orexin 1 receptor (OX1R). OX1R-expressing cells, FRET antagonist read-out. O43613. 330,000 compounds, 1.8% hits. AID 485270. inhibition, % at 6.6 µM; in the data active = inhibition mostly above about 38%, no sharp cut-off; inactive = mostly below about 40%;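 note: 0% = agonist challenge alone and 100% = reference antagonist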
Target sequence (O43613 whole entry, looked up): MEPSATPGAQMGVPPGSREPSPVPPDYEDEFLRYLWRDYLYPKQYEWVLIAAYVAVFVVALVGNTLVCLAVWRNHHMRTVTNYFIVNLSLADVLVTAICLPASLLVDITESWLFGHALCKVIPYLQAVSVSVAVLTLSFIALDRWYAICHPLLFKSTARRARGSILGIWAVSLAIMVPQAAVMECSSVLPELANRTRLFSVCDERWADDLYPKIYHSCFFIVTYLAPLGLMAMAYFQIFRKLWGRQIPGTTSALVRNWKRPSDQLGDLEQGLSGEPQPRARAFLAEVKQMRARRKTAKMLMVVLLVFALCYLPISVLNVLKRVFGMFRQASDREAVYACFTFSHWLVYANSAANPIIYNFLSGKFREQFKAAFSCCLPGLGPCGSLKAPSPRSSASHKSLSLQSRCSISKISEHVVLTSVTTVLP
OX1R antag-2: human HCRTR1 antagonism; O43613; CHO/OX1R cells, Fluo-8 calcium fluorescence, orexin A; inhibition, % at 5 µM; 330,000 compounds, 0.43% hits; AID 434989;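 active = inhibition above its plate's threshold, mean inhibition of all tested compounds on the plate plus 3 SD, cut at about 37% in these data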;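 note: 0% = orexin A challenge wells and 100% = SB-334867-A antagonist wells; not every result past the cut was called active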
* marks the source's active call; other numbers are inactive results.

The opening four compounds (preview)
SMILES	OX1R antag-1	OX1R antag-2
Cc1ccc(-n2c(C)cc(C(=O)CN3CCOCC3)c2C)cc1C	18.1	-23.5
COc1ccc(-c2cc(C(F)F)n3ncc(C(=O)Nc4cc(C)on4)c3n2)cc1	4.8	-9.1
CC(C)(C)N/N=C1\CC(c2ccccc2)Oc2ccccc21 (stereo unspecified)	6.3	-32.3
N#C/C(=C\c1ccc([N+](=O)[O-])cc1)c1ccccn1	121.0*	-6.6

All compounds of this part, from the start:
SMILES	OX1R antag-1	OX1R antag-2
Cc1ccc(-n2c(C)cc(C(=O)CN3CCOCC3)c2C)cc1C	18.1	-23.5
COc1ccc(-c2cc(C(F)F)n3ncc(C(=O)Nc4cc(C)on4)c3n2)cc1	4.8	-9.1
CC(C)(C)N/N=C1\CC(c2ccccc2)Oc2ccccc21 (stereo unspecified)	6.3	-32.3
N#C/C(=C\c1ccc([N+](=O)[O-])cc1)c1ccccn1	121.0*	-6.6
Cn1c(CCC(=O)Nc2ccccc2F)nnc1SCC(=O)Nc1ccccc1Cl	26.1	-12.6
Cc1cccc(NC(=O)CSc2nnnn2-c2cccnc2)c1	12.0	4.5
CCCCN(Cc1ccccc1)C1CCN(Cc2ccccc2)CC1	12.2	-33.1
O=C(CCc1nnc(CCCCc2ccccc2)o1)N(CCO)Cc1ccccc1	15.7	-21.9
Cc1nn2c(NCCN3CCOCC3)c3c(nc2c1-c1ccccc1)CCCC3	11.9	-26.8
CNC(=O)c1csc(Cc2c(Cl)sc3ccc(Cl)cc23)n1	18.3	-21.1
Cc1cccc2c(C(=O)n3cccn3)cc(-c3ccccc3Cl)nc12	14.0	3.3
CC(C)C(C(=O)NCc1ccco1)N(Cc1ccco1)C(=O)CNS(=O)(=O)c1ccccc1 (stereo unspecified)	26.0	-14.7
Cc1ccc(CC2CC(=O)N(c3nc(C)cc(C)n3)C2=O)cc1 (stereo unspecified)	-0.3	-4.1
COC(=O)c1ccc(CN2CCCC(CO)(Cc3ccccc3F)C2)cc1 (stereo unspecified)	-0.2	-29.6
CCOc1ccccc1NC(=O)Nc1ccc2c(c1)CCC2	16.2	-29.8
CC1=C(C(=O)OCc2ccccc2)C(c2ccc3c(c2)OCO3)NC(=O)N1CCCC(=O)O (stereo unspecified)	14.1	-10.2
Cc1ccsc1/C=N/NC(=O)C(N)=O	23.9	-4.9
CCN(CC)S(=O)(=O)c1cccc(C(=O)Nc2ccc(S(=O)(=O)NC3=NCCCCC3)cc2)c1	10.6	-15.9
CSc1nc2ccc(NC(=O)c3ccc(=O)[nH]c3)cc2s1	18.1	-6.5
CC1=C(C(=O)Nc2ccccc2)C(c2ccc(C(C)C)cc2)N2C(=O)CSC2=N1 (stereo unspecified)	3.7	-41.0
O=C(/C=C/c1ccccc1)N/C(=C/c1ccccc1)C(=O)NCCO	11.6	4.8
CCC(NC(=O)COC(=O)C1CC2CCCC(C1)C2=O)c1ccc(Br)cc1 (stereo unspecified)	20.6	-17.6
CC(C)=CCc1c(O)cc(O)c2c(=O)c3c(CC=C(C)C)c(O)ccc3oc12	1.6	3.8
CCS(=O)(=O)Nc1cccc(C(=O)CC2(O)C(=O)Nc3ccccc32)c1 (stereo unspecified)	5.8	6.0
CC(C)COC(=O)c1ccc(NC(=O)C2C3C=CC(C3)C2C(=O)O)cc1 (stereo unspecified)	20.7	-10.5
SMILES	OX1R antag-1	OX1R antag-2
CCC(C)[C@H]1COCCS(=O)(=O)N1Cc1ccccc1 (stereo partly specified)	7.5	-4.8
COc1ccc(C(=O)C2CC2c2ccc3c(c2)OCO3)cc1 (stereo unspecified)	15.5	-22.5
C#CCOCCOCCOCCNc1nc(N2CCN(C(=O)Cn3cc(CCCN=C(N)N)nn3)CC2)nc(N2CCN(C(=O)[C@H]([C@@H](C)CC)n3cc(CCC(=O)O)nn3)CC2)n1	6.9	0.6
CCc1c(C)c(C#N)c2[nH]c3ccccc3n2c1=S	13.5	-20.8
Fc1ccc(Cn2c(SCc3ccc(F)c(F)c3)nnc2C(F)(F)F)cc1	7.8	-16.1
Cc1cccc(C(=O)N(CC(=O)Nc2sc(C)c(C)c2C(N)=O)C2CCCC2)c1	26.9	-29.5
COCCNC(C(=O)Nc1cc(Cl)cc(Cl)c1)c1ccccc1 (stereo unspecified)	13.1	-33.3
CCOC(=O)CSC1=NC(=O)/C(=C\c2ccc(Cl)cc2)S1	72.2*	5.1
CCOc1ccc(Cn2ccnc2CCl)cc1[N+](=O)[O-]	21.5	-13.2
COc1ccc(OC)c(NC(=O)C(=O)N/N=C(\C)CC(=O)Nc2ccc(Cl)cn2)c1	39.4	-38.3
COc1cc2ccc(=O)oc2c(CC=C(C)C)c1OC	4.2	-5.2
CC(C)Oc1cccc(C(=O)NC(=S)Nc2ccc(Cl)c(C(=O)O)c2)c1	8.2	-13.7
CC1=C(C(=O)OCC2CCCO2)C(c2ccccc2)C2=C(CCCC2=O)N1 (stereo unspecified)	20.6	-42.9
CCNC(=S)Nc1cccc(NC(=O)c2ccccc2O)c1	8.8	-14.9
Cc1ccccc1NC(=O)CCN1CCCCCC1	25.2	-5.7
COc1ccc(C(=O)Nc2cccc(-c3nc4ncccc4o3)c2C)cc1OC	26.2	-20.7
Cc1cccc(COc2ncnc3nc[nH]c23)c1	4.7	2.5
C/C(CC(=O)Nc1cc(C)ccn1)=N\NC(=O)c1ccncc1	11.1	-9.6
O=C(Nc1cccc2ccccc12)N1CCc2ccccc2C1	30.8	-27.2
Cc1ccc(NC(=O)CCN2CCc3ccccc3C2)cc1	9.9	-22.1
O=C(CCCc1ccccc1)Nc1ccccc1[N+](=O)[O-]	8.1	-15.2
Cc1ccc(S(=O)(=O)NCCCCCC(=O)Nc2ccccc2C)cc1	29.3	-21.5
O=C(CC12CC3CC(CC(C3)C1)C2)NCC(c1ccc(F)cc1)N1CCOCC1 (stereo unspecified)	16.4	-23.6
CCCCNC(=O)c1onc(CSc2nc3ccccc3[nH]2)c1C(=O)NCCCC	28.2	-46.8
Cc1cnc(C(=O)OCC(=O)c2c(N)n(CC(C)C)c(=O)n(C)c2=O)cn1	21.2	-3.9

Next part (2 carried over from the part before).
SMILES	OX1R antag-1	OX1R antag-2
CCCCNC(=O)c1onc(CSc2nc3ccccc3[nH]2)c1C(=O)NCCCC	28.2	-46.8
Cc1cnc(C(=O)OCC(=O)c2c(N)n(CC(C)C)c(=O)n(C)c2=O)cn1	21.2	-3.9
CCN(CC)S(=O)(=O)c1cccc(NC(=O)CSc2nnc(N)s2)c1	3.7	-11.2
CN(C(=O)C1CCCCC1)C1CCS(=O)(=O)C1 (stereo unspecified)	14.9	-9.9
O=C(c1ccco1)n1nc(-c2cccnc2)nc1NCc1ccco1	23.9	-8.4
N#Cc1sc2nc(N3CCCCC3)c3c(c2c1N)CCCC3	44.4	-35.9
Cc1ccc(C)c(C(=O)COC(=O)c2cc(Cl)nc3ccccc23)c1	20.1	-30.5
O=C(COc1ccc2ccc(=O)oc2c1)Nc1ccc(CCO)cc1	20.6	-9.3
C=CCn1c(=O)c2ccccc2n2c(SCc3csc(-c4ccccc4)n3)nnc12	9.8	-12.2
O=C1NC2(Nc3ccccc31)C(=O)Nc1ccccc12 (stereo unspecified)	80.1*	-8.5
CS(=O)(=O)N(Cc1ccccc1)c1ccc(C(=O)Nc2cccnc2)cc1	7.4	8.7
Cc1ccc(S(=O)(=O)N2CCN(C(=S)NCCc3ccccc3)CC2)cc1	5.3	-24.0
COCCN1Cc2cccc(C(=O)Nc3cc(OC)ccc3OC)c2C1=O	14.4	-17.2
Cc1cc(C)c(C#N)c(SCC(=O)Nc2ccc(S(=O)(=O)Nc3ncccn3)cc2)n1	2.0	-22.1
Cc1cccc(N2CCN(C(=O)Cc3ccc(Br)cc3)CC2)c1C	3.4	-18.8
CCOC(=O)C1=C2NC(=O)c3ccccc3N2C(=O)C1	24.6	-19.9
O=C(CCN1C(=O)[C@@H]2Cc3ccccc3CN2C1=O)Nc1cccc(F)c1	6.4	-11.2
COc1cc(C2NC(=O)C(C#N)=C(S)N2c2ccccc2)ccc1OC(C)C (stereo unspecified)	17.3	-12.1
CC1CCCC(NC(=O)COC(=O)c2ccccc2Sc2ccccc2C#N)C1C (stereo unspecified)	20.2	-25.8
COc1ccc(/C=C2\SC(=S)N(CCC(=O)NC3C=CS(=O)(=O)C3)C2=O)cc1 (stereo unspecified)	21.0	-8.2
CC1CCN(c2ccc(C(=O)NCc3ccco3)cc2[N+](=O)[O-])CC1	23.9	-10.7
CCn1cc([N+](=O)[O-])nc1C	14.4	-17.9
O=C(CCS(=O)(=O)c1ccccc1Cl)NC1CCCCCC1	3.6	-20.1
O=C(CSc1nnc2ccc(-c3cccnc3)nn12)Nc1ccccc1F	27.1	-11.5
CC1(C)CC(=O)c2cnc(NC3CC3)nc2C1	5.2	-15.1
CN(C)c1nc(OCCOC(=O)COc2ccc(Cl)cc2Cl)nc(N(C)C)n1	14.0	-0.2
O=C(/C=C/c1ccccc1)/C=C/c1ccccc1	10.9	-24.6
SMILES	OX1R antag-1	OX1R antag-2
Cc1cc(CN(C)Cc2ccc(OCC(O)CN(C)Cc3ccccc3)cc2)on1 (stereo unspecified)	6.9	-31.4
O=C(c1cc2cc(Cl)ccc2oc1=O)N1CCCCCCC1	15.7	-22.9
CC(C)CCNC(=O)C(c1ccco1)N(CC1CCCO1)C(=O)Cn1nnc2ccccc21 (stereo unspecified)	23.8	-13.7
O=C(NCC(c1ccco1)N1CCN(c2ccccc2)CC1)OCc1ccccc1 (stereo unspecified)	25.0	-22.2
CCSc1cc(N2CCCC2)nc(-c2ccccc2)n1	23.7	-43.5
O=C(C(c1ccccc1)c1ccccc1)N1CCN(Cc2ccncc2)CC1	10.5	-12.1
Cc1ccc(S(=O)(=O)NN2C(=O)/C(=C\c3ccc(Cl)cc3)SC2=S)cc1	12.0	2.8
Nc1nonc1-n1nnc(C(=O)N/N=C/c2ccc(F)cc2)c1-c1cccs1	15.4	-9.9
O=C(C1CCCN(Cc2ccc(F)cc2)C1)N1CCCCC1 (stereo unspecified)	1.8	3.4
c1ccc(-c2ccc3nnnn3n2)cc1	4.7	-2.7
CCN(Cc1nc(-c2ccc(OC)cc2)no1)C(=O)c1ccoc1C	15.5	-10.4
COc1ccc2[nH]c(CN3CCC(n4nccc4NC(=O)C4CC4)CC3)c(C)c2c1	4.7	-26.6
Cc1cc(C(=O)Nc2ccon2)cs1	14.7	-0.9
COc1cccc(-c2nnc(NC(=O)C(C)C)o2)c1	3.1	-13.9
CC(/C=N/NC(=O)NC1CCCCC1)=C\c1ccccc1	3.9	-30.2
O=C1CCCc2c1cc(C(=O)NCc1ccco1)c(=O)n2-c1ccccc1	6.5	-22.5
N#Cc1c(SCc2c(Cl)cccc2Cl)nc(N)[nH]c1=S	4.8	10.5
Cc1ccc(Nc2c(-c3ccccc3)nc3cnccn23)cc1	3.6	-16.0
CCN1CCN(CC(O)COc2cccc(OC)c2)CC1 (stereo unspecified)	4.4	-7.7
NCC/C=C1/c2ccccc2CSc2ccccc21	10.2	15.3
O=[N+]([O-])c1cc(Cl)cc(/C=N/Nc2nc3ccccc3s2)c1O	24.5	-27.3
CC(Sc1ncccn1)C(=O)NNC(=O)c1cccc(Cl)c1 (stereo unspecified)	1.0	6.4
CCn1c(CNC(=O)COc2ccc(C(C)C)cc2)nnc1SCC(=O)Nc1ccccc1	14.1	-16.0
CCOC(=O)N1CCC(NC(=O)c2cccc3c2C(=O)N(c2ccc(OC)cc2)C3)CC1	17.3	-25.8
CC1CCCN(c2ccc(N)cc2C(N)=O)C1 (stereo unspecified)	3.9	-11.0

Arranged by molar mass (falling): some entries from above.
SMILES	OX1R antag-1	OX1R antag-2
CC(C)CCNC(=O)C(c1ccco1)N(CC1CCCO1)C(=O)Cn1nnc2ccccc21 (stereo unspecified)	23.8	-13.7
Cc1ccc(S(=O)(=O)NN2C(=O)/C(=C\c3ccc(Cl)cc3)SC2=S)cc1	12.0	2.8
CCSc1cc(N2CCCC2)nc(-c2ccccc2)n1	23.7	-43.5

Quoted from the listing:
CC1CCCN(c2ccc(N)cc2C(N)=O)C1 (stereo unspecified) in OX1R antag-1 is listed with 3.9
Cc1cc(CN(C)Cc2ccc(OCC(O)CN(C)Cc3ccccc3)cc2)on1 (stereo unspecified) in OX1R antag-2 is listed with -31.4

(cont.)
SMILES	OX1R antag-1	OX1R antag-2
CCOC(=O)C1CCN(c2ccc(-c3cccs3)nn2)CC1	6.4	-6.1
COc1ccc(/C=C/c2ccc3ccccc3[n+]2C)cc1OC	78.3*	-5.3
CCOc1ccc(CCNC(=O)c2[nH]c(C)c(C(C)=O)c2C)cc1OCC	20.0	-6.3
O=[N+]([O-])c1ccc(Cl)c(CN2CCCCCC2)c1	32.7	-8.8
O=C(NNS(=O)(=O)c1ccc2ccccc2c1)c1cc(-c2ccccn2)nc2ccccc12	22.9	-26.6
COc1ccccc1NC(=O)c1ccccc1NS(=O)(=O)c1cccs1	35.2	-21.2
CCN(c1ccccc1)S(=O)(=O)c1ccc(Cl)c(NC(=O)CSc2n[nH]c(N)n2)c1	28.3	10.4
COc1ccc(S(=O)(=O)Nc2ccccc2-c2nnn(CC(=O)Nc3ccccc3OC)n2)cc1	60.2*	33.0
CCOC(=O)C1(Cc2ccc(Cl)cc2)CCN(Cc2cn(CC)nc2C)CC1	23.8	-30.2
COC(=O)N1CCN(c2ccc(C)cc2)C(C)C1 (stereo unspecified)	13.0	-16.1
COC(=O)Nc1nnc(Cc2ccc(Cl)cc2)s1	19.1	-30.3
CCOC(=O)c1ccc(S(=O)(=O)N2CCN(C(=O)c3nn(C)c(=O)c4ccccc34)CC2)cc1	16.5	-25.8
O=C(CNC1CC1)Nc1cc(C(F)(F)F)ccc1Cl	9.3	1.4
Cc1cc2nc(SCC(=O)O)nc(C)c2cc1C	7.9	6.5
COCCn1c(SCC(=O)NC(=O)NC2CCCC2)nc2ccccc2c1=O	4.8	6.7
